Screens from PubChem.
Hep lipid drop = modulators of hepatic lipid droplet formation. AML12 mouse hepatocytes, oleate lipid droplets, BODIPY imaging. inhibition, % at 6.5 µM. 240,000 tested, 0.4% active. AID 1656;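 active = lipid droplet intensity inhibited by at least 50%, with more than 500 cells counted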
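Assay system: AML12 hepatocytes (mouse) / Also added: 100 µM oleic acid challenge / Times: overnight treatment with compound plus oleate / Detection: high-content imaging of BODIPY-stained droplets and DAPI nuclei / Evaluation: % inhibition of lipid droplet signal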
XIAP displacement = small molecules displacing peptide from XIAP – biochemical, IAP family, fluorescence polarization (AID 1018); XIAP BIR domain, fluorescence polarization peptide displacement; higher % means a stronger effect; displacement, % at 20 µM; hits with a dose series show IC50 in µM; 200,000 tested, 0.007% active; in the data active = displacement above about 50%; note: a part of the inactive calls stands beside numbers as strong as those of hits
Dengue-2 NS5 capping = Dengue-2 NS5 methyltransferase inhibitors, primary screen, biochemical, confirmation dose response (AID 588689) | Dengue-2 NS5 methyltransferase capping enzyme assay, biochemical; higher % means a stronger effect | one-dose inhibition, % at 25 µM; IC50 in µM for titrated hits | 340,000 tested, 0.3% active; in the data active = a potency from the dose series
Myeloid diff 2 = promotes myeloid progenitor differentiation. ER-HoxA9 myeloid progenitors, lysozyme-GFP differentiation, flow cytometry. AID 624256. calls only at 10 µM. 360,000 tested, 1% active;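 active = normalized GFP-positive differentiation at or above the plate's own cutoff, the solvent-only control mean plus 3 SD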;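 note: cells exposed to compound for four days before flow analysis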
Siah-1 displacement = blockers of Siah-1 interaction with plectin peptide – biochemical, fluorescence polarization, rhodamine-plectin, uHTS, primary screen (AID 1817). displacement, % at 20 µM, or IC50 in µM where a hit was titrated. Siah-1 / rhodamine-plectin peptide fluorescence polarization; higher % means a stronger effect. 290,000 tested, 0.02% active;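 active = displacement of at least 50% at 20 µM, with a fluorescence ratio check between 0.3 and a set limit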;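 note: plate controls were Siah plus tracer with DMSO for no effect and tracer alone without Siah for full effect; strong numbers were not always called active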
HIV peptide binding = cell-free HIV fusion peptide-binding blockers – biochemical, uHTS, fluorescence dequenching, primary screen (AID 1986); cell-free peptide binding, fluorescence dequenching, 30 min; higher % means a stronger effect; inhibition, % at 20 µM; hits with a dose series show IC50 in µM; 290,000 tested, 0.3% active; in the data active = inhibition mostly above about 52%, no sharp cut-off; inactive = mostly below about 76%; note: some results filed as inactive read as strong as hits
AID2073 = disruptors of CaV2.2 binding to Mint1 – biochemical, HTRF (AID 2073). HTRF protein-protein interaction, Mint1-CaV2.2; higher % means a stronger effect. inhibition, % at 20 µM, or IC50 in µM where a hit was titrated. 290,000 tested, 0.19% active; in the data active = inhibition mostly above about 51%, no sharp cut-off; note: some results filed as inactive read as strong as hits
HEK293 NOD2/NF-kB = NOD2 signaling inhibitors, cell-based, luminescence, uHTS, HEK293 (AID 1566); HEK293 NOD2/NF-kB luciferase reporter, luminescence; higher % means a stronger effect; 290,000 tested, 0.63% active; one-dose inhibition, % at 4 µM; EC50 in µM for titrated hits; note: many of its hits are not listed in these tables
LYP inhibition = inhibitors of LYP phosphatase, biochemical, fluorescence intensity, uHTS (AID 1779); 290,000 tested, 0.054% active; recombinant LYP phosphatase, fluorescence intensity; higher % means a stronger effect; one-dose inhibition, % at 11.5 µM; IC50 in µM for titrated hits;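 note: plate controls were vehicle with enzyme for no effect and no enzyme for full effect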
Hep lipid drop cells 6.5 µM = second read-out of Hep lipid drop, no call of its own (marks repeat the call); cell count; measured here: cell count, cytotoxicity flag;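 cells counted across two imaged fields per well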
Dengue-2 NS5 capping pilot replicate = second read-out of Dengue-2 NS5 capping, no call of its own (marks repeat the call); inhibition, %; measured here: pilot screen replicate inhibition
Myeloid diff 2 GFP+ MAC1+ % = recorded beside Myeloid diff 2, whose call it bears; GFP+ MAC1+ double positive, %; measured here: differentiation confirmed by MAC1 staining
* hit, by the source's call; i = inactive; x = not tested or not shown. Cut-off read from the data, not from the text of the source, unless noted: active = inhibition above about 50%; inactive = the rest. The list is partial. The share of hits here may be higher or lower than overall.

SMILES	Hep lipid drop	Hep lipid drop cells 6.5 µM	XIAP displacement	Dengue-2 NS5 capping	Myeloid diff 2	Myeloid diff 2 GFP+ MAC1+ %	Siah-1 displacement	HIV peptide binding	AID2073	HEK293 NOD2/NF-kB	LYP inhibition	others
O=C(OCc1nc2ccc(Cl)cc2n1CCO)c1ccccc1	17.4	754	-6.0%	-1.4%	i	1.4	-1.8%	0.7%	9.3%	12.3%	5.7%
Nc1nc2nc(SCC(=O)N3CCCc4ccccc43)[nH]c2c(=O)[nH]1	x	x	-2.3%	x	x	x	-1.3%	0.7%	-1.9%	-3.4%	-12.9%
CN(c1ccccc1)S(=O)(=O)c1cccc(Cl)c1Cl	11.4	716	x	3.1%	i	0.5	10.3%	0.7%	14.2%	-10.2%	-7.3%
c1ccc(CN2CCC(Nc3nc(-c4ccccc4)nc4ccccc34)CC2)cc1	2.7	779	-7.7%	-4.9%	i	1.0	2.8%	-0.6%	22.6%	6.4%	-3.6%
CCOC(=O)c1sc2ncnc(Nc3cccc(C(=O)O)c3)c2c1C	-1.0	825	x	-3.9%	i	0.5	-5.0%	-0.9%	28.0%	-7.7%	-8.0%	Dengue-2 NS5 capping pilot replicate=-0.3
O=C(NNC(=O)C12CC3CC(CC(C3)C1)C2)c1ccccc1F	6.6	734	x	2.4%	i	1.3	-4.4%	-0.9%	3.3%	4.2%	-2.4%
CN(c1ccccc1C(=O)N1CCc2ccccc2C1)S(C)(=O)=O	1.5	753	-6.7%	-3.4%	i	1.1	0.5%	3.4%	23.4%	-8.9%	4.6%
CCOC(=O)c1c(NC(=O)CSC(=S)N2CCOCC2)sc(C)c1C	-7.8	641	-3.8%	-2.2%	i	0.3	0.9%	1.4%	-17.7%	2.0%	-5.8%
COc1ccccc1NC(=S)N1CCC(NC(=O)C23CC4CC(CC(C4)C2)C3)CC1	0.5	678	-4.6%	-4.7%	i	0.0	-5.6%	-0.6%	-0.9%	7.3%	0.9%
C=C(C)Cn1cnc2cc(C)c(C)cc21	3.6	615	-2.2%	-3.6%	i	0.4	-0.3%	0.9%	22.4%	7.1%	-9.5%

Structures shown so far with sulfur:
SMILES	Hep lipid drop	Hep lipid drop cells 6.5 µM	XIAP displacement	Dengue-2 NS5 capping	Myeloid diff 2	Myeloid diff 2 GFP+ MAC1+ %	Siah-1 displacement	HIV peptide binding	AID2073	HEK293 NOD2/NF-kB	LYP inhibition	others
Nc1nc2nc(SCC(=O)N3CCCc4ccccc43)[nH]c2c(=O)[nH]1	x	x	-2.3%	x	x	x	-1.3%	0.7%	-1.9%	-3.4%	-12.9%
CN(c1ccccc1)S(=O)(=O)c1cccc(Cl)c1Cl	11.4	716	x	3.1%	i	0.5	10.3%	0.7%	14.2%	-10.2%	-7.3%
CCOC(=O)c1sc2ncnc(Nc3cccc(C(=O)O)c3)c2c1C	-1.0	825	x	-3.9%	i	0.5	-5.0%	-0.9%	28.0%	-7.7%	-8.0%	Dengue-2 NS5 capping pilot replicate=-0.3
CN(c1ccccc1C(=O)N1CCc2ccccc2C1)S(C)(=O)=O	1.5	753	-6.7%	-3.4%	i	1.1	0.5%	3.4%	23.4%	-8.9%	4.6%
CCOC(=O)c1c(NC(=O)CSC(=S)N2CCOCC2)sc(C)c1C	-7.8	641	-3.8%	-2.2%	i	0.3	0.9%	1.4%	-17.7%	2.0%	-5.8%
COc1ccccc1NC(=S)N1CCC(NC(=O)C23CC4CC(CC(C4)C2)C3)CC1	0.5	678	-4.6%	-4.7%	i	0.0	-5.6%	-0.6%	-0.9%	7.3%	0.9%

Next records follow.
SMILES	Hep lipid drop	Hep lipid drop cells 6.5 µM	XIAP displacement	Dengue-2 NS5 capping	Myeloid diff 2	Myeloid diff 2 GFP+ MAC1+ %	Siah-1 displacement	HIV peptide binding	AID2073	HEK293 NOD2/NF-kB	LYP inhibition	others
CC1(C)CCCN(C(=O)c2coc(=O)c(Br)c2)C1	x	x	-5.0%	2.8%	i	1.3	-7.9%	36.7%	31.9%	10.0%	-6.3%
Cc1cccc(NC(=O)C2CCCN2C(=O)NC2CCCCC2)c1 (configuration not stated)	-0.9	725	-1.7%	-7.0%	i	0.1	-4.1%	-2.5%	-1.1%	9.4%	-10.2%
O=C(Nc1nnc(C2CC2)s1)c1ccccn1	x	x	-7.5%	-6.5%	i	4.3	-3.8%	-2.0%	42.5%	-57.8%	-4.0%
CN(CC(=O)Nc1ccc(Cl)c(C(F)(F)F)c1)C(=O)CC1Sc2ccccc2NC1=O (configuration not stated)	-16.8	814	x	1.9%	i	0.5	10.7%	0.4%	12.5%	-4.6%	-4.7%
CN(C)c1ccc(CNc2ccc3c(c2)ncn3C(C)(C)C)cc1	6.0	838	x	-1.9%	i	0.6	-1.1%	-0.1%	-14.6%	-15.5%	-6.1%
Cc1cc(C)c(NC(=O)CN2C(=O)NC(CCc3ccccc3)C2=O)c(C)c1 (configuration not stated)	-6.7	648	-4.6%	-12.5%	i	0.5	-2.3%	-0.6%	-6.6%	6.5%	-2.9%
CC(=O)NS(=O)(=O)c1ccc(N=NN2CCOCC2)cc1	-4.9	535	-7.5%	-2.6%	i	0.5	-3.3%	0.9%	2.5%	7.9%	-0.9%
Cc1cc(C)c(S(=O)(=O)N2CCCOC2CNC(=O)C(=O)NCc2ccco2)c(C)c1 (configuration not stated)	-48.8	334	-0.3%	-2.2%	i	0.4	15.1%	-1.2%	0.8%	15.0%	-7.9%
O=Cc1cn(CCC(=O)O)nc1-c1cccc(Br)c1	-8.6	723	-6.7%	14.3%	i	0.4	-1.3%	1.1%	2.9%	12.8%	-6.8%
CCn1c(C)nc2cc(C(=O)NNS(=O)(=O)c3c(C)c(C)cc(C)c3C)ccc21	14.7	754	-12.7%	-2.7%	i	0.7	1.4%	1.1%	-7.1%	26.5%	-5.7%	Dengue-2 NS5 capping pilot replicate=3.6
CC(=O)C1CCC2C3CCC4=CC(=O)CC[C@]4(C)[C@@]3(F)C(O)C[C@]12C (some centres not stated)	20.8	878	x	0.0%	i	3.0	-1.6%	0.6%	2.6%	18.0%	-9.8%
Cc1ccc2[nH]c(=O)c(-c3nc4cc(C)ccn4c3NCc3ccco3)cc2c1	x	x	2.7%	-8.2%	i	0.5	-3.8%	-3.4%	-2.8%	-58.7%	1.8%
Cc1ccc(NC(=O)NCCN2CCN(c3ccccc3)CC2)cc1Cl	-2.4	869	x	-0.7%	i	0.1	7.1%	0.6%	10.8%	13.4%	-2.7%
CC(=O)NC12CC3CC(C1)CC(C(=O)Nc1nc4c(C)cccc4s1)(C3)C2	1.7	712	x	-0.7%	i	1.2	2.0%	-1.0%	-1.5%	33.6%	-7.8%

Random excerpt: 2 compounds from above, in no set order.
SMILES	Hep lipid drop	Hep lipid drop cells 6.5 µM	XIAP displacement	Dengue-2 NS5 capping	Myeloid diff 2	Myeloid diff 2 GFP+ MAC1+ %	Siah-1 displacement	HIV peptide binding	AID2073	HEK293 NOD2/NF-kB	LYP inhibition	others
Cc1ccc2[nH]c(=O)c(-c3nc4cc(C)ccn4c3NCc3ccco3)cc2c1	x	x	2.7%	-8.2%	i	0.5	-3.8%	-3.4%	-2.8%	-58.7%	1.8%
CC(=O)NC12CC3CC(C1)CC(C(=O)Nc1nc4c(C)cccc4s1)(C3)C2	1.7	712	x	-0.7%	i	1.2	2.0%	-1.0%	-1.5%	33.6%	-7.8%
